Source: PubChem
Bcl-xL primary: inhibitors of human Bcl-xL, primary screen, biochemical, fluorescence polarization, HTS. GST-Bcl-xL / FITC-Bim BH3 peptide fluorescence polarization. 320,000 compounds, 0.7% hits. AID 2129, 2009. Bcl-2-like protein 1 (Homo sapiens), Q07817. inhibition, % at 10.9 µM;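 active = inhibition above the mean of all tested compounds plus 3 SD, cutoff set per campaign, cut at about 30% in these data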;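 note: 0% = DMSO wells and 100% = unlabeled Bim-BH3 peptide competitor; inhibitors lower millipolarization by displacing the labeled peptide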
Target sequence (Q07817 whole entry, looked up): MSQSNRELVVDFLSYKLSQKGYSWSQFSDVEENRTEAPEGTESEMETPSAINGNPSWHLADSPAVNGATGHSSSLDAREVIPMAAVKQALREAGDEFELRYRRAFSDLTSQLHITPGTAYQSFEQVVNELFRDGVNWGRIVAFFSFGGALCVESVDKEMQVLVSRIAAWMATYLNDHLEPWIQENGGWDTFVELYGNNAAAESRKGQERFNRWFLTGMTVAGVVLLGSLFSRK
GLD-1 TGE inh: GLD-1/TGE RNA complex disruptors, primary screen, biochemical, fluorescence polarization | AID 2280, 2010 | 320,000 compounds, 0.44% hits | inhibition, % at 5.96 µM | purified GLD-1 + fluorescein TGE RNA | Female germline-specific tumor suppressor gld-1 (Caenorhabditis elegans), Q17339;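 active = percent inhibition above a per-plate cutoff, the plate mean of test compounds plus 3 SD, cut at about 30% in these data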;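 note: 0% = DMSO wells with GLD-1 and probe and 100% = wells lacking GLD-1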
Fam108B counter: mouse Fam108B serine hydrolase inhibitors, primary screen, counter-screen for RBBP9 inhibitor project, biochemical, fluorescence polarization; 300,000 compounds, 0.33% hits; inhibition, % at 9.51 µM; AID 1947, 2009; recombinant Fam108B, FP-Rh probe fluorescence polarization;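 active = inhibition above the screen mean inhibition plus 3 SD, computed separately per campaign, cut at about 18% in these data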;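 note: inhibitors lower polarization as less probe binds the enzyme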
PME-1 primary: PME-1 inhibitors via competitive probe labeling, primary screen, biochemical, fluorescence polarization, FP-Rh probe, HTS; Protein phosphatase methylesterase 1 (Homo sapiens), Q9Y570; recombinant PME-1; inhibition, % at 5.9 µM; 320,000 compounds, 0.53% hits;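 active = inhibition above the campaign mean of all compounds plus 3 SD, cut at about 26% in these data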;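 note: competitive labeling of PME-1 active site by serine hydrolase directed probe; 0% = PME-1 with DMSO and 100% = wells lacking PME-1 enzyme; inhibitors block probe labeling so polarization falls and inhibition rises; many of its hits are not listed in these tables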
Target sequence (Q9Y570 whole entry, looked up): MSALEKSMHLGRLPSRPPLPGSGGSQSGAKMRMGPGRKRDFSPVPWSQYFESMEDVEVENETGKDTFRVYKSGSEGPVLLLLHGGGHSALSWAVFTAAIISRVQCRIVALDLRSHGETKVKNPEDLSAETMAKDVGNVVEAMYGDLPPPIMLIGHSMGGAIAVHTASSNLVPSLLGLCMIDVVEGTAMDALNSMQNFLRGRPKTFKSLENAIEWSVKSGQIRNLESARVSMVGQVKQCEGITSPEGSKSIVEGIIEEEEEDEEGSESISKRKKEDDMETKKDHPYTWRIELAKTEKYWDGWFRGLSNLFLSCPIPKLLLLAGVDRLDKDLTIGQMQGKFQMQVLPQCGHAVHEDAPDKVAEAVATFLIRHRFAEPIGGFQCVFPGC
PAFAH1B2 inh: PAFAH1B2 enzyme inhibitors, primary screen, biochemical, fluorescence polarization, human. Platelet-activating factor acetylhydrolase IB subunit alpha2 (Homo sapiens), P68402. recombinant PAFAH1B2, FP-rhodamine activity probe. inhibition, % at 3.39 µM. 340,000 compounds, 1.2% hits. AID 492953, 2010;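 active = inhibition above the mean of all tested compounds plus 3 SD, cut at about 24% in these data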;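 note: 0% = enzyme with DMSO and 100% = wells lacking PAFAH1B2; many of its hits are not listed in these tables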
AHR activator: AHR activators, primary screen, cell-based, luminescence, luciferase reporter, human; Aryl hydrocarbon receptor (Homo sapiens), P35869; AHR-responsive luciferase reporter cells; activation, % at 5 µM; 320,000 compounds, 2.5% hits; in the data active = activation above about 47%;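 note: 0% = vehicle wells and 100% = reference agonist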
MEX-5 binding: MEX-5 zinc finger RNA-binding disruptors – biochemical, C. elegans, fluorescence polarization, MLPCN library, primary screen. Zinc finger protein mex-5 (Caenorhabditis elegans), Q9XUB2. MEX-5/FITC-TCR2 RNA binding; active compounds read low. activity score (negative = inhibition of binding), % at 10 µM. 300,000 compounds, 0.38% hits;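 active = inhibition past about -25% in most replicates, and total fluorescence under double the plate's negative control median, limit read from the data; inconclusive = replicates evenly split on the limit, or fluorescence at least double controls; inactive = too little inhibition in most replicates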;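 note: 0% = DMSO and -100% = 5 µM competing unlabeled TCR2 RNA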
MCL1 BIM primary: inhibitors of MCL1 binding to BIM-BH3, primary screen, biochemical, fluorescence polarization | GST-MCL1 / FITC-Bim-BH3 fluorescence polarization | AID 2057, 2009 | Induced myeloid leukemia cell differentiation protein Mcl-1 (Homo sapiens), Q07820 | inhibition, % at 10.9 µM | 320,000 compounds, 0.68% hits;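 active = inhibition above the mean inhibition of all tested compounds plus 3 SD, set per campaign, cut at about 40% in these data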;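 note: 0% = DMSO wells and 100% = unlabeled Bim-BH3 peptide control; higher means more loss of mP so more displacement of Bim peptide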
Target sequence (Q07820 whole entry, looked up): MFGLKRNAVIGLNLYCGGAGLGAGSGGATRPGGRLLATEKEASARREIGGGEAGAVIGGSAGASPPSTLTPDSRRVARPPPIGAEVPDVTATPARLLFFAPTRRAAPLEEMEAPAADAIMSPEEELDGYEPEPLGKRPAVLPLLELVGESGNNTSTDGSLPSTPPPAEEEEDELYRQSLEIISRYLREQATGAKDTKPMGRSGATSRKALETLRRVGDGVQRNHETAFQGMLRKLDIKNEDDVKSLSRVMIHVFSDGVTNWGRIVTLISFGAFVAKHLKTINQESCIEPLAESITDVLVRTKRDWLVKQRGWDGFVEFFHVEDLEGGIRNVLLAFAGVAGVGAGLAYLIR
pPAFAH FP inh: pPAFAH enzyme inhibitors, primary screen, biochemical, fluorescence polarization, human. Platelet-activating factor acetylhydrolase (Homo sapiens), Q13093. recombinant pPAFAH, FP-rhodamine probe fluorescence polarization. inhibition, % at 3.39 µM. 330,000 compounds, 1.5% hits;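 active = inhibition above the mean inhibition across the screen plus 3 SD, cut at about 25% in these data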;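 note: inhibitors block binding of the rhodamine activity-based probe so polarization drops; 0% = enzyme with DMSO and 100% = wells lacking pPAFAH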
* hit, by the source's call; ? = inconclusive; · = not tested or not shown. The list is partial; count on the stated rates, not on these rows.

SMILES	Bcl-xL primary	GLD-1 TGE inh	Fam108B counter	PME-1 primary	PAFAH1B2 inh	AHR activator	MEX-5 binding	MCL1 BIM primary	pPAFAH FP inh
COCCNC(=O)/C(C#N)=C/C=C/c1ccccc1[N+](=O)[O-]	14	-2	1	-4	5	13	-0.5	11	-6
Cc1cc(=O)[nH]c2c3ccccc3nn12	7	5	2	-6	10	11	-0.1	10	-2
Cc1cc(NC(=O)CSc2nc(-c3ccc(F)cc3)cs2)no1	-8	-9	-3	0	1	4	2.0	-7	-4
CCC(C)CCCCNC1=NCCS1 (configuration not stated)	1	4	5	-1	5	-1	-0.1	-1	4
O=C(Nc1cc(=O)[nH]c2nc(-c3ccc(Cl)cc3)nn12)c1ccccc1	2	-2	-8	-14	·	4	-9.6	-5	-9
O=C(CN1C(=O)c2ccccc2C1=O)NCC1CCCO1 (configuration not stated)	2	0	-2	1	-1	-1	2.3	2	4
CCOC(=O)c1ccc[n+](CC(=O)Nc2ccccc2OC(F)F)c1	3	5	3	-7	1	0	-0.1	-6	1
CCOc1ccc(NCC2CCOC(C)(C)C2)cc1 (configuration not stated)	8	8	3	0	-2	7	-2.6	24	1
O=S(=O)(c1ccc(SCCO)nc1)N1CCOCC1	4	3	·	0	1	2	·	9	-3
Cc1ccccc1NC(=O)Cn1nc(-c2ccc(Cl)s2)ccc1=O	4	-3	-3	1	-4	10	2.5	-2	-1
COc1cccc(C(C)NC(=S)NCc2ccc(Cl)cc2)c1 (configuration not stated)	2	2	2	3	4	0	3.1	1	0
Cc1nc2ccc(NC(=O)c3cccs3)cc2s1	1	2	-1	-7	2	2	-1.5	0	1
CSc1nnc(SCC(=O)N(C)c2c(N)n(Cc3ccccc3)c(=O)[nH]c2=O)s1	-3	5	-5	1	0	2	3.2	-10	4
CCOC(=O)N1CCN(c2nc(-c3ccc(Cl)cc3)cs2)CC1	-5	4	-4	-3	-4	3	1.8	-6	-2
CC(C(=O)Nc1ncccn1)(c1ccccc1)c1ccccc1	8	-3	1	-4	6	-2	-0.4	4	2
Cc1ccc(-n2ncc3c2CC(C)(C)CC3NC(=O)CN2CCCC2=O)cc1 (configuration not stated)	4	-9	-2	-1	-4	-8	0.7	-1	4
CC1(C)CC(=O)C(N=Nc2ccc(-c3ccccc3)cc2)=C(O)C1	-1	1	0	-5	5	-1	-0.2	-1	6
C1CN(c2nc3nonc3nc2N2C[C@H]3CC[C@H]2C3)CCS1	-4	-3	1	2	5	2	-0.9	2	15
COc1ccc(CNC(=O)C2=CC(c3ccc(OC)c(OC)c3)=NS(=O)(=O)N2C)cc1	3	-1	1	5	5	10	1.0	-1	6
CCN1CCn2c3c(c4cc(Cl)ccc42)CCCC31 (configuration not stated)	4	6	4	6	7	118*	-0.8	-5	2
C/C(=N\Nc1nc(C)cc(C)n1)c1ccc(C)o1	6	-7	-1	-3	·	27	1.2	9	-7
O=C(O)c1cccc(Cn2cccn2)c1	4	5	-4	1	1	0	-2.7	3	6
Cc1ccc(CSCCNC(=O)c2ccc(N(C)S(=O)(=O)c3ccccc3)cc2)cc1	3	0	-11	-19	10	-1	-1.3	7	2
Cc1ccc(CN(c2ccc(C(=O)Nc3cccnc3)cc2)S(C)(=O)=O)cc1	5	9	-1	-1	3	2	0.9	15	-8
NNC(=O)c1ccc(COc2cccc3cccnc23)cc1	6	1	-2	-5	-3	32	-0.9	7	3
Cc1ccc2nc(SCC(=O)Nc3ccc(F)c([N+](=O)[O-])c3)[nH]c2c1	-2	5	-4	1	10	99*	1.3	-1	7
Cc1ccc(-n2nc3c(N4CCC(C(=O)N5CCC(C(N)=O)CC5)CC4)nnc(C)c3c2C)cc1	1	-51	-1	-3	5	1	15	-2	1
COc1ccc(S(=O)(=O)Nc2ccc(O)c(Sc3ncn[nH]3)c2)cc1	4	1	2	1	0	2	?	12	1
COC(=O)c1cc2c(C)nn(-c3ccccc3)c2s1	4	-3	-3	7	2	7	1.4	9	-6
CCc1ccc(CN/C=C/C(=O)c2ccc(Br)cc2)cc1	1	-4	-2	-5	8	1	4.9	-8	-1
Cc1ccccc1N1CCN(CC(=O)NCc2ccc(Cl)cc2)CC1	6	3	1	9	4	9	-0.3	17	5
CCOc1cc(S(=O)(=O)Nc2cc(C)cc(C)c2)ccc1Cl	0	6	-8	0	2	0	-3.5	-4	6
CCOC(=O)COc1ccc2nsnc2c1Cl	1	-6	1	5	8	2	-2.2	3	6
COc1ccc2cc(C#N)c(Cl)nc2c1	5	2	-6	-5	·	2	0.9	-3	0
CC(NC(=O)c1cn(C(C)c2ccccc2F)nn1)c1ccncc1 (configuration not stated)	5	6	-2	1	2	0	-0.8	2	-3
C/C(=N/OC(=O)C1CC12CCC2)c1ccc(Br)cc1 (configuration not stated)	1	4	0	-2	52*	-1	-1.4	-7	5
O=C(C[C@H]1C/C=C\CC[C@@H](Cc2ccc(F)cc2)C(=O)O[C@@H](c2ccccc2)CNC1=O)N[C@@H](CO)Cc1ccccc1	·	1	·	·	12	-2	·	·	14
CN(c1ccc(OCCOc2ccccc2Cl)cc1)S(=O)(=O)c1ccccc1	·	-1	·	·	-2	3	·	·	3
CC(=O)c1sc2nsc(SCCN3CCCCC3)c2c1N	22	10	2	3	·	2	-7.3	23	2
COc1cc(/C=C(\C#N)c2nc3ccccc3[nH]2)cc(OC)c1O	-56	-154	-3	-8	2	15	36	-95	11
CC(=O)N1c2ccc(S(=O)(=O)NCCC(=O)Nc3ccc(OC(F)(F)F)cc3)cc2CC1C (configuration not stated)	1	-4	-3	-2	1	0	-0.9	2	12
COC(=O)c1ccccc1NC(=O)CCNC(=O)Cn1cnc2ccccc2c1=O	2	4	-1	0	7	3	0.1	-6	3
CCSc1nc2c(c(=O)[nH]1)C(c1ccc(C)cc1)C1=C(CCCC1=O)N2 (configuration not stated)	8	-1	-3	-32	3	0	0.2	5	2
COc1cccc2cc(C(=O)N3CCCCCCC3)c(=O)oc12	1	3	5	-1	7	5	-0.5	3	7
O=C(NNC(=O)c1cccs1)c1ccc(Cl)c([N+](=O)[O-])c1	5	3	2	0	2	0	-1.9	2	7
O=CN1CCN(C(=O)c2ccc([N+](=O)[O-])cc2)CC1	3	2	1	-1	-2	-2	1.9	9	-3
COc1ccccc1CNCc1ccc(OC)c(OC)c1OC	1	1	-1	1	4	2	-1.5	2	5
Cc1ccc(C)c2nc3sc(C(=O)O)cc3cc12	3	4	0	0	·	1	-0.2	-4	-2
CCOc1cc(S(=O)(=O)NCCCn2ccnc2)ccc1Cl	6	0	3	-1	0	3	2.6	0	2
CCCCS(=O)(=O)Nc1ccc2cn[nH]c2c1	-1	5	-4	-5	1	9	-2.6	2	5
O=C(O)C1C2C=CC(C2)C1C(=O)Nc1cccc(C(=O)N2CCCCC2)c1 (configuration not stated)	2	-2	5	-3	-3	-4	0.6	2	-1
CCCCCCCNC(=O)C1(CC2CC(c3cccc(Br)c3)=NO2)CCN(C(=O)C2CCCC2)CC1 (configuration not stated)	6	1	-4	0	4	1	1.0	12	3
O=C(CSc1cccc[n+]1[O-])Nc1ccc(C(F)(F)F)cc1[N+](=O)[O-]	1	-1	-3	-1	-1	1	2.3	1	8
COc1ccc(OCC(=O)N(C)CC2COc3ccccc3O2)cc1 (configuration not stated)	·	2	·	·	2	1	·	·	3
COc1cccc(CNC(=O)CCC2CCCN(C(=O)c3cccc4c(C)c(C)[nH]c34)C2)c1 (configuration not stated)	3	7	-2	14	3	1	1.8	1	12
N#C/C(=C\c1cccnc1)c1ccc([N+](=O)[O-])cc1	-5	-2	0	4	4	-4	0.7	-4	-3
CN1CCSc2ccc(C(=O)Nc3cc(F)ccc3F)cc21	3	3	2	3	7	31	0.0	4	8
Oc1ccc(/C=N/N2CCN(C3c4ccccc4-c4ccccc43)CC2)c(O)c1	1	7	5	-8	3	18	1.2	-4	2
Fc1ccc(CNc2ncccn2)cc1	5	1	-5	-3	0	0	0.4	0	2
CC(C)CN(C(=O)COC(=O)/C=C/c1cccs1)c1c(N)n(Cc2ccccc2)c(=O)[nH]c1=O	-2	2	0	-4	-1	0	1.7	-5	4

(further entries)
SMILES	Bcl-xL primary	GLD-1 TGE inh	Fam108B counter	PME-1 primary	PAFAH1B2 inh	AHR activator	MEX-5 binding	MCL1 BIM primary	pPAFAH FP inh
CC1=Nc2ccccc2/C1=C\c1nc(-c2ccc(C(F)(F)F)cc2)oc1O	60*	11	13	-36	18	24	·	58*	6
O=C(NCCc1ccc(F)cc1)c1ccc(NS(=O)(=O)c2ccc3[nH]c(=O)[nH]c3c2)cc1	3	5	-3	-8	21	4	-0.8	1	-1
Cc1ccc(NC(=S)NNC(=O)c2ccc(N3CCOCC3)c([N+](=O)[O-])c2)cc1C	12	1	1	10	4	-4	0.6	14	26*
c1ccc(CNc2ncnc3c2cnn3Cc2ccccc2)cc1	2	-2	3	4	6	0	-0.3	2	6
COC(=O)c1ccc(-c2ccc(/C=N/NC(=O)Cc3nnc(N)s3)o2)cc1	8	2	-7	-2	0	7	0.0	9	7
O=C(c1cc(Br)ccc1Cl)N1CCN(c2ccc(N3CCOCC3)nn2)CC1	7	6	0	7	0	0	-0.2	10	-3
CC12CCC(C(=O)N3CCOCC3)([C@H](Br)C1=O)C2(C)C (some centres not stated)	2	5	0	-4	·	-2	0.4	-1	-1
COc1ccc(/C(O)=C/C(=O)C(=O)Nc2c(C)n(C)n(-c3ccccc3)c2=O)cc1	-2	-8	-3	-11	6	4	-3.1	-2	-7
COc1cc(OC)cc(-c2c(C#Cc3ccsc3)c3cc(Br)ccc3n2C)c1	-3	-7	·	-1	-5	11	·	-9	-1
Cc1cccc(N2CCN(S(=O)(=O)c3ccc4c(c3)CC(=O)N4C)CC2)c1C	-12	-1	0	-12	-2	-1	-4.2	-13	3
Cc1cc(C)nc(SCC(=O)c2c(N)n(C)c(=O)n(C)c2=O)n1	-1	4	6	3	-2	50*	-0.4	-4	-3
CCOc1ccc(C2c3cc(OC)c(OC)cc3CC(=O)N2c2ccccc2)cc1 (configuration not stated)	1	3	-3	3	1	1	1.7	4	0
Nc1nc2ccc(O)cc2s1	5	5	-2	13	5	0	-2.4	8	-1
COC(=O)CC1SC(=O)NC1=Nc1ccccc1 (configuration not stated)	5	-2	0	-8	3	0	-1.7	10	1
CN(C)CCN(C(=O)c1ccc(N2C(=O)CCC2=O)cc1)c1nc2cc3c(cc2s1)OCCO3	4	4	-1	2	·	9	-0.9	5	0
